High-throughput results from PubChem.
SIAE primary: human SIAE inhibitors, primary screen, biochemical, fluorescence polarization, FP-Rh probe, 1536-well HTS. Sialate O-acetylesterase (Homo sapiens), Q9HAT2. SIAE FP-Rh probe binding. inhibition, % at 9.66 µM. actives 0.69% (n = 370,000);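 active = inhibition above a cutoff: mean of compounds within the control limits plus 3 SD of those, cut at about 17% in these data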;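 note: 0% = plate median of compound wells and 100% = probe without SIAE protein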
Target sequence (Q9HAT2 whole entry, looked up): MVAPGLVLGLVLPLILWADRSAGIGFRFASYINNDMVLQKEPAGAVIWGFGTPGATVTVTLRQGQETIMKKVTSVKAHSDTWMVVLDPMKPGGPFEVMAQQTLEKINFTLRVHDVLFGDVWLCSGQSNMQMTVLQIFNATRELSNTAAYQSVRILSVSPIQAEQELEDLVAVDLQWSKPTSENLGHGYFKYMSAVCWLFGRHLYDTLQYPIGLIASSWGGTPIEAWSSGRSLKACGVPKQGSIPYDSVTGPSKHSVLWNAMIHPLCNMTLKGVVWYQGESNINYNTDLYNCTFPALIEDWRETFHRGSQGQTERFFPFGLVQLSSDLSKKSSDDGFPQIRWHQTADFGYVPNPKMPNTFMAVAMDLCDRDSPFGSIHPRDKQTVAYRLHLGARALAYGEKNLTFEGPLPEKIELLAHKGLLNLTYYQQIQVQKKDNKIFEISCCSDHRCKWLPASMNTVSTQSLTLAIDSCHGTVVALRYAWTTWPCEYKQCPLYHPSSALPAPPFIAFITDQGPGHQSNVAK
rCAG RNA binder: binders of r(CAG) RNA repeats, primary screen, biochemical, fluorescence; r(CAG) RNA repeat, TO-PRO-1 dye displacement fluorescence; AID 651821, 2012; inhibition, % at 3 µM; actives 1.3% (n = 370,000);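 active = inhibition above the plate cutoff, the mean of all test compounds on that plate plus 3 SD, cut at about 35% in these data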;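 note: 0% = DMSO alone and 100% = 100 µM mitoxantrone as full dye displacement; higher means more dye released from RNA so lower well fluorescence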
TCR-CD3 inh: inhibitors of human TCR-CD3 interaction, primary screen, biochemical, fluorescence, TAMRA-labeled TCR probe. inhibition, % at 9.4 µM. actives 0.37% (n = 360,000). AID 651800, 2012; in the data active = inhibition above about 19%;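 note: recombinant mutant TCR 2C K166C tagged with TAMRA read by polarization; 0% = receptor in buffer alone and 100% = receptor with positive control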
mABHD4 FP: ABHD4 inhibitors, primary screen, biochemical, fluorescence polarization, mouse | (Lyso)-N-acylphosphatidylethanolamine lipase (Mus musculus), Q8VD66 | purified mABHD4, FP-Rh probe fluorescence polarization | inhibition, % at 8.92 µM | actives 0.54% (n = 370,000) | AID 720543, 2013;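 active = inhibition exceeding the mean over every tested compound plus 3 SD, cut at about 30% in these data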;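 note: 0% = plate median of compound wells and 100% = S159A mutant with DMSO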
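System: mouse ABHD4 enzyme, wild type / Medium: HEPES pH 7.0, NaCl, Pluronic buffer / Reagent: FP-Rh activity-based fluorescent probe / Control set: S159A mutant high control, sample median low control / Detection: fluorescence polarization with parallel and perpendicular emission, 525/598 nm / Schedule: 45 min + 60 min at 25 °C / Compound dosing: 8.92 µM, single dose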
PG9 binder: binders of HIV-1 gp120 antibody PG9, primary screen, biochemical, TR-FRET. AID 624416, 2012. TR-FRET gp120-PG9 antibody binding. actives 0.43% (n = 360,000). inhibition, % at 6.7 µM; in the data active = inhibition above about 8.5%
TDP2 inh: human TDP2 enzyme inhibitors, primary screen, biochemical, epi absorbance, recombinant enzyme; Tyrosyl-DNA phosphodiesterase 2 (Homo sapiens), O95551; inhibition, % at 12.8 µM; actives 0.34% (n = 370,000); T5PNP hydrolysis, p-nitrophenol absorbance 415 nm;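 active = inhibition above the mean of all tested compounds plus 3 SD, set per campaign, cut at about 25% in these data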;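 note: 0% = DMSO with enzyme and 100% = buffer with substrate but no TDP2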
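Evaluation: % inhibition relative to enzyme-containing and enzyme-free wells. Material: recombinant human TDP2. Benchmarks: enzyme-free and DMSO wells. Timing: enzyme reaction with compound for 2 h at 37 °C. Compound dosing: 12.8 µM only. Measured by: p-Nitrophenol epi absorbance. Reagent: T5PNP substrate at 5 mM, a TopII-DNA adduct mimic. Replication: single well per compound.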
PRMT1 inh: PRMT1 methyltransferase inhibitors, primary screen, biochemical, fluorescence polarization | actives 1.3% (n = 370,000) | recombinant PRMT1, activity-based probe fluorescence polarization | inhibition, % at 2.79 µM | Protein arginine N-methyltransferase 1 (Homo sapiens), Q99873;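 active = inhibition above about 21% made by adding two undisclosed values, limit read from the data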
Target sequence (Q99873 whole entry, looked up): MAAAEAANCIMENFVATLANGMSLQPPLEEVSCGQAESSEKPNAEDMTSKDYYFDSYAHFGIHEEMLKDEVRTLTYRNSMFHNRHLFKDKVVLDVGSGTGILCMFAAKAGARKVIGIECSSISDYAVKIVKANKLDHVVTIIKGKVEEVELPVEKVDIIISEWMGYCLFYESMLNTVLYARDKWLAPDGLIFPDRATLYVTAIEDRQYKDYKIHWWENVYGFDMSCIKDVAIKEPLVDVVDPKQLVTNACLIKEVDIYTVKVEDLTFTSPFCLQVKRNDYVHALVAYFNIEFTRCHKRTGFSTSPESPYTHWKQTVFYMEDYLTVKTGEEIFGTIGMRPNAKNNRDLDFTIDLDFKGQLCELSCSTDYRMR
LEDGF integ inh: blockers of LEDGF/p75-dependent integrase strand transfer – biochemical, TR-FRET, high throughput, primary screen. HIV-1 integrase (with human LEDGF/p75). actives 0.64% (n = 370,000). inhibition, % at 3.7 µM. TR-FRET IN-LEDGF/p75 DNA integration, Eu/Cy5;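 active = inhibition above the screen-wide mean plus 3 SD, cut at about 13% in these data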;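 note: signal is the Cy5 over europium emission ratio at 671 and 618 nm; 0% = plate median of compound wells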
HTRA1 inhibitor: HTRA1 serine protease inhibitors, primary screen, biochemical, fluorescence polarization, HTS; Q92743; recombinant HTRA1, FP-rhodamine activity-based probe; inhibition, % at 5.96 µM; actives 0.5% (n = 340,000); in the data active = inhibition above about 36%;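 note: 0% = enzyme with DMSO and 100% = wells lacking enzyme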
Rev-erbA mod: modulators of Rev-erb alpha DNA binding, primary screen, biochemical, FITC-DNA, fluorescence polarization, uHTS; Nuclear receptor subfamily 1 group D member 1 (Homo sapiens), P20393; Rev-erbα–FITC-DNA binding, 90 min; activity, % at 10 µM; actives 0.79% (n = 370,000); AID 1259318, 2017;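 active = activity above about 14%, limit read from the data; passing the limit was not always enough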;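 note: 0% = DMSO wells with 35 nM protein and 100% = DMSO wells with 750 nM protein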
Active calls of the source: *; x = not tested or not shown.

mol,PG9 binder,SIAE primary,Rev-erbA mod,HTRA1 inhibitor,PRMT1 inh,TDP2 inh,mABHD4 FP,LEDGF integ inh,rCAG RNA binder,TCR-CD3 inh
CCOc1ccc(N=C(/C(C(=O)C(=O)N2CCOCC2)=C(/O)c2ccccc2)c2ccccc2)cc1,0.9,-1,0,0,3,-5,3,-9,6,-5
COc1cc(OC)cc(C(=O)N[C@H](C(=O)NCCc2c[nH]c3ccccc23)C(C)C)c1,1.4,-4,0,-2,3,-5,-1,-7,-3,-6
COc1ccc(CCN2CC(C(=O)NCCc3ncccc3C)CCC2=O)cc1 (configuration not stated),0.4,5,-7,7,5,7,4,-2,-3,-5
Cc1nn(C)cc1C(C(=O)NC1CCCCC1)N(C(=O)Cc1cccs1)c1ccc(F)cc1 (configuration not stated),-0.4,-13,-6,5,3,-5,0,0,6,2
COc1cc(C2C(C(=O)OC(C)C)=C(C)Nc3ncnn32)cc(OC)c1OC (configuration not stated),-1.4,1,-5,-1,-3,5,3,-1,-3,-2
O=C(OC(C(=O)NCC1CCCO1)c1ccc(F)cc1)c1ccco1 (configuration not stated),0.0,7,3,4,-2,-1,4,-4,-5,1
CCOC(=O)c1ncn2c1C(=O)OC2(C)C,-2.5,-4,-4,5,-3,-11,0,6,2,-3
O=C(NC1CCCC1)C(c1ccsc1)N(C(=O)Cc1cccs1)c1ccc(F)cc1 (configuration not stated),0.9,-1,0,-5,3,-7,1,1,-4,-1
COc1ccc(N(CC(=O)Nc2ccc(C(C)C)cc2)S(=O)(=O)c2c(C)noc2C)cc1,-0.6,1,1,-2,-3,4,-3,0,1,11
CN(C)S(=O)(=O)c1cccc(NC(=O)COc2cccc3ccccc23)c1,-3.0,-9,1,-32,-3,9,-24,1,6,1
O=C(NC(=S)Nc1cccc2c(O)cccc12)c1ccco1,0.7,17*,-18,3,6,13,30*,1,15,4
COc1ccc(N2CC(C(=O)N(C)CC(=O)Nc3ccc(Cl)c(C(F)(F)F)c3)CC2=O)c(OC)c1 (configuration not stated),0.3,0,3,-9,0,-5,-10,-7,-2,-12
Brc1ccc(-c2ccccc2)cc1,0.4,-2,-1,2,2,-4,0,-7,0,-5
O=c1cc(CS(=O)(=O)c2ccccc2)nc(-c2ccncc2)[nH]1,-1.3,-10,-5,2,-2,1,1,-1,0,2
COc1ccc(CCN2C(=O)CS/C2=N\NC(=O)c2cccs2)cc1OC,-1.7,-1,5,-5,-4,-6,-2,1,-2,1
C=CCn1c(=N)n(CC(=O)c2ccc(Br)cc2)c2ccccc21,-2.8,5,-2,-21,-1,3,1,3,11,-6
CCN(CC)Cc1c(C(=O)OC(C)C)nnn1-c1nonc1N,-0.1,-1,-4,2,-2,-1,2,1,-6,11
CC(=O)NC(CCS(C)(=O)=O)C(=O)Nc1ccccc1 (configuration not stated),1.4,-12,7,0,-6,-22,-8,7,2,1
O=C(CCSc1nnc2ccccn12)Nc1ccc(F)cc1,1.1,-14,-2,3,9,1,-2,0,-2,-5
C/C(=N\O)c1c(C)c2ccccc2n1C,-0.2,-8,6,-2,-1,-3,12,1,-1,9
CCOC(=O)c1sc(=S)n(C)c1NC(=O)c1ccccc1Cl,1.9,0,0,1,6,-2,-3,0,2,-12
COC(=O)N/N=C/c1cn(CCOc2ccc(OC)cc2)c2ccccc12,-1.9,11,-4,1,-2,-8,5,-2,5,-1
COc1cc(C2OC(=O)c3ccccc3S2)cc(OC)c1OC (configuration not stated),-1.2,9,-6,4,5,21,0,1,7,2
CC1(C(=O)NS(=O)(=O)c2ccccc2)CCN1C(=O)Cc1cccc2ccccc12 (configuration not stated),-2.3,-4,-3,x,-7,-11,-4,4,11,3
CN(C)C(CN1C(=O)C2CC=CCC2C1=O)c1cn(C)c2ccccc12 (configuration not stated),-0.1,2,4,1,0,3,2,1,5,-1
CC(C)(C)C(=O)N(CCN(C(=O)C(C)(C)C)c1ccccc1)c1ccccc1,0.2,0,-1,2,-3,-6,-1,-3,-4,5
Cc1[nH]c2ccccc2c1C(Nc1nccs1)c1ccncc1 (configuration not stated),-1.7,-1,-3,-1,1,11,4,-1,2,2
O=C(Nc1scc(-c2ccc(Br)cc2)c1C(=O)O)c1ccccc1F,1.2,-18,-6,-6,-6,4,-8,0,25,-4
COc1ccc2oc(-c3cccc(NC(=O)CSc4ccc(Cl)cc4)c3)nc2c1,-1.0,-4,8,-11,1,-3,-13,-3,1,-9
CN(C)CCNC(=O)c1cccc(S(=O)(=O)Nc2ccc(F)cc2)c1,-0.4,-6,-1,-7,-1,-19,-5,-4,-1,-7

Additional results follow.
mol,PG9 binder,SIAE primary,Rev-erbA mod,HTRA1 inhibitor,PRMT1 inh,TDP2 inh,mABHD4 FP,LEDGF integ inh,rCAG RNA binder,TCR-CD3 inh
CCOC(=O)c1nnn(-c2nonc2N)c1-c1ccc(OC)cc1,0.0,-2,-3,-5,0,10,0,-1,-7,0
COC(=O)C1=C(C)N(C)C(=O)NC1c1ccc(O)c(Cl)c1 (configuration not stated),-0.7,0,1,4,-2,-5,-2,-1,4,3
Cc1cccc(NC(=O)CSc2nc(C)nc3c2c(=O)n(C)c(=O)n3C)c1,-1.4,-3,7,-4,-3,5,1,2,1,-1
O=C(Nc1cccc(-n2cccn2)c1)C1CCCN(Cc2ccccc2F)C1 (configuration not stated),-2.1,0,2,-7,-3,-22,-7,2,-2,-10
CC(C)CCNC(=O)C(c1ccncc1)N(CC1CCCO1)C(=O)Cn1nnc(-c2ccc(F)cc2)n1 (configuration not stated),-1.6,-1,6,6,2,8,2,-4,-4,1
Cc1cc(-n2nc(C)cc2C)nc(NS(=O)(=O)c2ccccc2)n1,-1.9,-1,-2,5,2,2,-12,1,7,3
Cc1c(NC(=O)COC(=O)c2cc(-c3ccc(-c4ccccc4)cc3)nc3ccccc23)c(=O)n(-c2ccccc2)n1C,0.0,-8,4,-17,-3,5,-4,5,7,6
COc1cccc(C(=O)OCC(=O)NC(=O)NC2CCCC2)c1O,0.1,1,0,2,-1,0,0,3,-5,6
CC1=CCC2C(=O)N(c3cc(C)on3)C(=O)C2C1 (configuration not stated),-2.2,-4,0,2,-3,-2,8,-1,-1,2
CCOC(=O)CNC(=O)c1sc(NC(=O)c2ccccc2)nc1C,-0.5,4,2,1,-1,12,4,0,1,12
O=C(CCNC(=O)c1ccco1)Nc1ccc(F)c(Cl)c1,0.5,3,-1,-14,3,0,0,-1,1,3
COc1cc(NC(=O)CSc2nnc(C)s2)cc(OC)c1,-0.3,-4,-3,-2,3,0,4,-1,-2,6
CC(C)(C)NC(=O)CSc1nnc(-c2ccco2)n1Cc1ccco1,-2.2,0,0,6,3,-1,-3,1,-3,5
COc1ccccc1NC(=O)CCC(=O)Nc1nnc(C(F)(F)F)s1,0.2,7,4,0,-2,-9,-2,-3,4,1
Cn1cc(CCC(=O)NC2CC(C)(C)Cc3c2cnn3-c2ccc(F)cc2)cn1 (configuration not stated),-2.0,-2,0,-8,-3,5,-2,0,-8,9
COc1ccc(C(=O)NCCONC(=O)c2ccc(OC)cc2)cc1,-1.2,-2,0,5,-1,3,-2,1,-4,-4
COc1ccc(CC(=O)Nc2ccc(S(=O)(=O)NCC3CCCO3)cc2)cc1 (configuration not stated),0.1,-6,4,4,13,-9,4,-6,1,3
COc1cccc(C2C(C(=O)c3ccc(C)o3)=C(O)C(=O)N2CCN2CCOCC2)c1 (configuration not stated),9.0*,6,2,5,3,7,-1,2,4,-4
CC(=O)c1ccc(NCCC(=O)c2ccccc2)cc1,-0.2,8,-3,-4,0,3,-1,0,-3,-3
O=C(NCCCN1CCCC1=O)Nc1ccccc1F,0.7,-2,0,1,8,-19,-6,-7,-4,-2
O=C(c1cccnc1)N1CCN(S(=O)(=O)c2cccs2)CC1,-2.8,4,-4,1,0,-8,-1,1,0,5
CCOc1ccc(C(=O)NCC2CCCO2)cc1OCC (configuration not stated),-2.0,-1,-2,0,-5,3,-2,0,-6,6
CC(=O)Nc1nnc(SCC(=O)Nc2nc(C)cs2)s1,-0.2,4,-1,9,1,-4,-1,-1,-2,6

Limited to PG9 binder, for some of the entries so far:
| SMILES | PG9 binder |
| --- | --- |
| CC(=O)Nc1nnc(SCC(=O)Nc2nc(C)cs2)s1 | -0.2 |
| COc1cccc(C(=O)OCC(=O)NC(=O)NC2CCCC2)c1O | 0.1 |

These rows are one share of the data (hit frequency here may not be typical).
